Assay outcomes from PubChem BioAssay.
APOBEC3G inh – blocks human APOBEC3G single-stranded DNA deamination | Q9HC16 | recombinant A3G, ssDNA deamination FAM/TAMRA fluorescence | inhibition, % at 20 µM | 330,000 compounds, 0.28% hits | AID 493012;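 active = inhibition of at least 40% at 20 µM, with no more than 30% in the related APOBEC3A deaminase screen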;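 also: plate controls were DMSO wells with A3G for no effect and wells lacking A3G enzyme for full effect; some compounds called inactive have numbers as strong as hits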
SENP8 block-1 – SENP8 protease inhibition | Q96LD8 | purified SENP8, Z-RLRGG-aminoluciferin cleavage, luminescence | inhibition, % at 10 µM | 330,000 compounds, 1.2% hits | AID 2540; in the data active = inhibition above about 50%
Target sequence (Q96LD8 whole entry, looked up): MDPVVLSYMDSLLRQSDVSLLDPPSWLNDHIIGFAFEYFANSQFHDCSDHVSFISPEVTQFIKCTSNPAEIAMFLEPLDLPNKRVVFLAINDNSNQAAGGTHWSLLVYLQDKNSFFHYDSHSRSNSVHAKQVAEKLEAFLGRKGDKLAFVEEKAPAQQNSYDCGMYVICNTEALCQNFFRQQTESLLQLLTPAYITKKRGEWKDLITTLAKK
SENP8 block-2 – blocks human SENP8 cleavage of Nedd8 substrate; Q96LD8; recombinant SENP8, Nedd8 substrate fluorescence; inhibition, % at 20 µM; 360,000 compounds, 0.64% hits; AID 602440; in the data active = inhibition mostly above about 40%, no sharp cut-off; inactive = mostly below about 27%
UBC13 polyUb – blocks human UBC13 polyubiquitin chain formation; AID 485273; inhibition, % at 20 µM; TR-FRET; 330,000 compounds, 0.47% hits; P61088; in the data active = inhibition above about 45%, passing the limit was not always enough; inconclusive = no clear call, values can overlap the other calls
SENP6 block – SENP6 protease inhibition; Q9GZR1; Recombinant SENP6 catalytic domain, aminoluciferin luminescence; inhibition, % at 10 µM; 330,000 compounds, 1.8% hits;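 active = inhibition above about 50% at the single tested dose, limit read from the data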;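 also: plate controls were DMSO wells with enzyme for no effect and DMSO wells lacking enzyme for full effect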
Target sequence (Q9GZR1 628-1112 limits assumed): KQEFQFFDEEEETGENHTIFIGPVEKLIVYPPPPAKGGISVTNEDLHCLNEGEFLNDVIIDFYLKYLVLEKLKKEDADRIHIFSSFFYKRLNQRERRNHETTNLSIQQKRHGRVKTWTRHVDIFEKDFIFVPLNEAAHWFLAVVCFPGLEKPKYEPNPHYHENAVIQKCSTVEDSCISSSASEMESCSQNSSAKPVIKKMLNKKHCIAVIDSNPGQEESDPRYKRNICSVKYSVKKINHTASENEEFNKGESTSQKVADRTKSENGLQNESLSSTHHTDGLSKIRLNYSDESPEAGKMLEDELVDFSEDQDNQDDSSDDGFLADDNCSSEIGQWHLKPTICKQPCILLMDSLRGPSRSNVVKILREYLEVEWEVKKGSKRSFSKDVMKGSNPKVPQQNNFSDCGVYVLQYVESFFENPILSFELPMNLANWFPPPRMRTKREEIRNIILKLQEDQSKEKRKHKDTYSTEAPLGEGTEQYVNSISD
SENP1 inh – inhibitors of human SENP1 SUMO protease catalytic domain. 360,000 compounds, 0.21% hits. inhibition, % at 10 µM. Q9P0U3. recombinant SENP1 catalytic domain, CyPet-SUMO1-YPet FRET cleavage. AID 624204;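 active = inhibition at least 30% at 10 µM, raw YFP signal under a set limit, fluorescence ratio 0.5 to 1.5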;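 also: 0% = enzyme with DMSO and 100% = no enzyme wells; some results filed as inactive read as strong as hits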
Target sequence (Q9P0U3 419-644 limits assumed): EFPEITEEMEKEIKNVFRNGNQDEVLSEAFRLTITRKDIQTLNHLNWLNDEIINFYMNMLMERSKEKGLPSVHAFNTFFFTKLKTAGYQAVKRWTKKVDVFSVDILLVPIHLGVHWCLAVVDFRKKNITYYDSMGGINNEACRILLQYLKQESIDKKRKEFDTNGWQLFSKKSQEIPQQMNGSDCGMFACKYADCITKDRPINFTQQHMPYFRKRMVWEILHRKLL
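Test system: recombinant human SENP1 catalytic domain, His6-tagged / Medium: pH 8 Tris buffer with EDTA, NaCl, BME, BSA, NP40, catalase / Also added: SUMO1 FRET substrate flanked by Cypet and Ypet, 25 nM / Times: 50 min reaction at room temperature / Signal: FRET, CFP and YFP emission / Control set: no-enzyme low control and enzyme-plus-DMSO high control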
SENP7 inh – SENP7 protease inhibition. 330,000 compounds, 1.5% hits. inhibition, % at 5 µM. recombinant SENP7, Z-RLRGG-aminoluciferin luminescence, 40 min;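 active = inhibition above about 50% at the single test dose, limit read from the data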;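 also: plate controls were DMSO with enzyme for no effect and no enzyme buffer wells for full effect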
Apaf1 inhib – inhibitors of human Apaf-1 apoptosome; reconstituted apoptosome caspase-3 activity, DEVD-Rh110 fluorescence; inhibition, % at 20 µM; 330,000 compounds, 0.71% hits; active = inhibition of at least 40% at 20 µM;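 also: plate controls were DMSO wells for no effect and DEVD-CHO caspase inhibitor wells for full effect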
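System – cell-free apoptosome with Apaf-1, procaspase-3 and caspase-9 · Buffer or medium – pH 7.5 Hepes buffer with CHAPS, BSA, DTT · Also added – cytochrome c with DEVD-Rh110 · Times – 30 min compound preincubation, 50 min activation, room temperature · Technique – Rh110 fluorescence intensity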
An asterisk follows results filed as active; i = inactive; ? = inconclusive. Compounds were not picked by outcome. About 3.6% of those tested had a hit in this group.

The opening 2 records as a preview:
compound	SENP8 block-1	APOBEC3G inh	UBC13 polyUb	SENP1 inh	SENP8 block-2	SENP6 block	SENP7 inh	Apaf1 inhib
CCC1CCC2(CC1)NC(=O)N(CC(=O)N1CCc3ccccc31)C2=O (stereo not drawn)	1.2	-2.3	8.6	1.0	19.6	-4.5	-9.1	8.7
Cn1c(CO)cnc1SCC(=O)c1ccc(Cl)cc1	-8.8	-12.3	-10.6	2.2	8.8	7.9	-11.4	10.8

Main list, repeating the preview:
compound	SENP8 block-1	APOBEC3G inh	UBC13 polyUb	SENP1 inh	SENP8 block-2	SENP6 block	SENP7 inh	Apaf1 inhib
CCC1CCC2(CC1)NC(=O)N(CC(=O)N1CCc3ccccc31)C2=O (stereo not drawn)	1.2	-2.3	8.6	1.0	19.6	-4.5	-9.1	8.7
Cn1c(CO)cnc1SCC(=O)c1ccc(Cl)cc1	-8.8	-12.3	-10.6	2.2	8.8	7.9	-11.4	10.8
COc1ccc(CCNC(=O)C(=O)c2c[nH]c3ccccc23)cc1OC	-10.0	15.7	6.7	0.4	11.8	-11.3	-9.1	1.6
Clc1nssc1=Nc1nncs1	4.8	71.3*	1.6	-1.8	18.6	17.6	10.8	4.9
O=C(NC1CC1)C1CCN(C2CCN(C(=O)/C=C/c3cccs3)CC2)CC1	-4.0	-2.9	-9.5	-13.5	-9.0	10.8	4.7	-17.1
CCCNC(=O)c1ccc(S(=O)(=O)c2ccc(OC)cc2)c([N+](=O)[O-])c1	-1.1	-8.1	4.5	0.6	0.4	-20.3	-1.0	0.9
CCOC(=O)c1nc(Nc2ccc(C(C)=O)cc2)c2ccccc2n1	2.9	-6.8	5.8	3.2	-392.5	-13.0	-8.3	5.1
O=C(COc1ccccc1)N1CCc2ccccc21	-2.1	-4.9	1.9	-0.1	8.7	32.3	26.3	9.0
O=C(COc1cc2oc(=O)c3c(c2cc1Cl)CCC3)NCCCN1CCOCC1	4.8	2.6	-8.1	-1.5	-42.3	0.6	0.9	-4.5
CCOc1ccc(C(NC(=O)CC)c2c(O)ccc3ccccc23)cc1 (stereo not drawn)	2.9	-7.0	5.4	-1.4	-91.8	10.2	4.7	8.4
COc1ccc(NC(=O)CN(C)C(=O)CCC2CCCC2)cc1	-1.3	14.0	-4.8	-1.9	5.2	-7.5	9.6	9.8
COC(=O)C(C)N(C#N)c1nc(C)nc(C)n1 (stereo not drawn)	-2.2	1.7	3.9	2.2	5.2	-8.8	11.1	-362.6
COc1ccc2c(C)cc(N3CCN(Cc4ccccc4)CC3)nc2c1	5.2	3.6	16.5	1.2	-222.4	-8.8	-9.6	8.9
Cc1cc(-c2ccc(Cl)cc2)n2nc(N)nc2n1	-5.0	-4.9	6.4	-2.3	i	-2.4	-2.6	-5.2
Cc1ccc(N(CC(=O)Nc2c(C)cccc2C)S(C)(=O)=O)cc1	-1.8	-2.4	4.2	2.3	1.4	5.9	1.4	5.5
Cc1ccc(/C(N)=N/OC(=O)N2CCOCC2)cc1	-1.9	-1.1	4.0	2.0	6.0	4.0	0.7	-24.2
CCC12CN3CC(CC)(CN(C1)C3c1ccccc1Cl)C2O (stereo not drawn)	-2.7	-3.9	-17.3	1.4	7.6	-17.2	-0.8	-3.3
CCOc1cccc(C2C(C(=O)c3ccc(C)o3)=C(O)C(=O)N2Cc2ccccc2)c1 (stereo not drawn)	-2.4	-4.8	?	-2.9	-27.0	-7.5	0.4	13.0
Cc1cc(C)cc(OCC(O)CN2CC(C)OC(C)C2)c1 (stereo not drawn)	-2.3	-3.9	-2.0	-0.6	4.6	-5.1	-1.2	2.3
O=C(CSc1nc(=O)n(CCCN2CCOCC2)c2c1CCCC2)Nc1ccc(Cl)cc1	9.8	-4.0	0.9	2.1	5.9	0.1	-2.5	8.5
CCC1Sc2ccccc2N(CC(=O)NC2CC2)C1=O (stereo not drawn)	1.6	-7.3	6.2	2.8	4.8	-16.3	-5.3	-16.5
COc1ccc(-c2noc(CSc3nnc(CCc4ccccc4)n3-c3ccccc3)n2)cc1OC	1.2	-3.6	3.8	0.6	13.9	9.3	-0.9	18.1
CCOC(=O)C(=N/O)/C(C)=N/NC(=O)C(=O)Nc1cc(Cl)ccc1Cl	0.2	-0.7	-5.7	0.1	14.4	-5.7	1.7	8.4
C=CCSc1nnc(-c2ccccc2NC(=O)CC)c(=O)[nH]1	-1.5	0.4	-6.6	0.7	33.5	-20.7	-3.0	2.7
O=CNC(n1cnc2c(N3CCOCC3)ncnc21)C(Cl)(Cl)Cl (stereo not drawn)	-3.7	1.0	-1.2	0.2	3.6	-1.1	9.9	-6.8
CSCCC(NS(=O)(=O)c1ccccc1F)C(=O)NNC(=O)c1csc(N2CCOCC2)n1 (stereo not drawn)	2.2	-6.1	-5.5	1.1	-11.6	2.9	-0.1	0.0
CCCCN(C(=O)C1=COCCO1)c1c(N)n(CCCC)c(=O)[nH]c1=O	2.4	-0.5	0.1	5.1	-43.6	-0.7	8.7	2.4
O=[N+]([O-])c1cccc(CSC2=NCCN2S(=O)(=O)c2ccccc2)c1	-4.1	-1.4	-4.7	1.7	9.6	3.0	7.2	2.5
C=CCN1C(=O)C(C(C)CC)NC1=S (stereo not drawn)	-1.7	-3.7	1.8	0.5	13.2	-3.0	5.7	-12.4
COCC(C)OC(=O)c1c(N)n(CCCN2CCOCC2)c2nc3ccccc3nc12 (stereo not drawn)	1.4	13.7	3.5	-136.1	-443.0	2.7	9.3	50.9*
CCOC(=O)c1ccccc1NC(=O)CSc1nc2ccccc2c(=O)[nH]1	5.9	-12.0	2.4	1.0	-7.9	8.4	4.3	1.3
CC(=O)Nc1ccc(OCC(O)Cn2cccn2)cc1 (stereo not drawn)	6.1	-6.0	4.5	1.8	17.6	-7.1	2.5	-8.5
O=C(c1ccco1)N1CCN(C(=O)C2CCN(S(=O)(=O)c3cnc[nH]3)CC2)CC1	-1.4	-0.4	1.1	-0.2	18.7	1.4	5.9	5.6
O=C(c1cccc(Cl)c1)N1CCC(=O)N(C(CO)Cc2ccccc2)CC1 (stereo not drawn)	-14.0	-5.3	1.3	1.2	8.3	-14.4	-0.6	4.4
Oc1ccccc1-c1nc(NCc2cccnc2)c2ccccc2n1	-2.5	-5.1	20.1	3.1	17.5	-2.6	0.1	-8.5
Cc1csc(NC(=O)CCCc2cccs2)n1	4.7	-8.8	17.2	-0.5	2.4	-16.8	-0.5	-14.3
CCOc1ccccc1/C=C/C(=O)NCC(=O)N1CCC(N(C)C2CCCCC2C)CC1 (stereo not drawn)	4.3	-3.3	-2.7	-0.6	-131.9	16.2	5.0	-6.0
C=C(C)Cn1c(CCCNC(=O)CC)nc2ccccc21	-6.6	-6.9	5.0	-0.4	-0.5	4.8	3.3	-16.2
N#Cc1c(/N=C/c2ccco2)sc2c1CCCCC2	93.8*	-5.5	4.9	-1.1	20.1	91.8*	96.4*	-169.2
CCOC(=O)c1ccc(C(=O)NNC(=O)C2C3C=CC(C3)C2C(=O)O)cc1 (stereo not drawn)	3.1	-6.0	4.0	-5.5	-0.6	0.2	-1.6	-4.7
COc1cc(C(c2c(C)[nH][nH]c2=O)c2c(C)[nH][nH]c2=O)ccc1OS(=O)(=O)c1ccc(C)cc1	-6.7	-3.4	-2.7	1.3	56.4*	17.5	1.2	36.4
O=C(O)COCC(=O)NC1CCN(Cc2ccccc2)CC1	7.9	-10.5	3.2	0.3	19.9	17.7	4.3	6.2
O=S(=O)(c1cccc(Cl)c1)N1CCSc2ccccc21	-9.3	-5.9	-8.5	1.0	10.0	-26.0	-10.5	6.5
Cc1ccc(S(=O)(=O)Nc2nc(-c3ccccc3)cs2)cc1	-4.5	-13.7	1.6	0.8	-4.1	8.3	0.1	1.2
Cc1occc1C(=O)NC1CCCN(Cc2ccc(Cl)cc2)C1 (stereo not drawn)	-2.5	-5.1	0.5	-4.4	11.3	11.6	4.7	-1.0
COc1ccc(Cl)cc1NC(=O)C1CCCN(c2ncnc3c2nc2n3CCCCC2)C1 (stereo not drawn)	8.8	-3.4	21.4	-1.0	9.6	-0.1	-0.6	27.8
Cc1ccc(Cl)cc1N1CCN(Cc2cc(=O)n3ccsc3n2)CC1	-6.9	-3.8	0.8	-10.1	-22.6	-19.1	8.8	-6.8
CCOC(=O)Cc1nnc(NC(=O)C(CC)Sc2nnc3c4ccccc4n(C)c3n2)s1 (stereo not drawn)	3.1	-8.5	-2.0	1.9	1.1	-8.8	2.3	-13.2
Cc1c(-c2cc(C(=O)O)on2)cnn1C	-8.1	-8.2	-2.9	0.1	8.8	-4.5	-8.9	15.1
CCCn1nnnc1SCC(=O)Nc1nnc(CC)s1	6.1	2.4	4.0	-1.1	11.2	-15.0	3.9	-1.6
CCCCNC(=O)CSc1nc2ccc(C)cc2[nH]1	-5.2	-7.6	9.9	3.6	10.3	-23.8	-3.3	-3.5
CCN1CCN(CC(=O)c2ccc(C)cc2)CC1	9.1	-8.0	1.4	-1.2	8.0	-17.0	-2.1	-9.0
O=C(c1ccc2ncsc2c1)N1CCCCC1	-7.0	2.4	0.3	0.4	-12.4	-4.1	-2.0	3.7
COC(=O)COc1ccc(S(=O)(=O)NCC2CCCO2)cc1Cl (stereo not drawn)	6.5	-5.5	-3.6	1.2	5.0	2.6	5.6	0.9
CCOc1ccc(-c2nc(C#N)c(NC3CC3)o2)cc1	17.6	0.1	11.2	-0.4	-297.9	49.3	20.3	-3.6
O=C(N/N=C/c1cc(Cl)ccc1O)c1ccccc1Br	2.3	-2.9	-3.2	-13.0	4.1	2.3	14.9	14.1

(further entries)
compound	SENP8 block-1	APOBEC3G inh	UBC13 polyUb	SENP1 inh	SENP8 block-2	SENP6 block	SENP7 inh	Apaf1 inhib
CC1=NN(c2ccccc2)C(=O)/C1=C\C=C\c1ccccc1	2.9	-7.8	-22.2	2.4	31.7	-2.4	1.9	20.6
Cc1cc(C)n(-c2ccc(C(=O)OC(C)C(=O)Nc3ccc(C(N)=O)cc3)cc2)n1 (stereo not drawn)	0.0	-5.3	2.7	-1.4	4.7	-5.8	5.4	9.0
Cc1ccccc1/C=N/NC(=O)Cn1nnc(N)n1	1.0	-7.5	1.3	0.4	7.3	-3.0	0.1	-2.9
Cc1nn(C(=O)c2c(-c3ccccc3)noc2C)c(C)c1N=Nc1cc(C(F)(F)F)cc(C(F)(F)F)c1	-2.8	22.3	-3.3	3.3	25.1	19.5	5.5	16.7
CC(C)CNC(=O)C(=O)NCc1ccccn1	0.4	-3.2	6.7	1.0	-2.2	10.7	10.2	-4.7
CSc1nc(C=Nc2ccccc2Cl)c(O)n1Cc1cccc(Cl)c1	-7.9	-0.8	-9.6	1.9	5.4	-14.6	3.8	1.0
CC1=N/C(=C\c2ccc([N+](=O)[O-])cc2)C(=O)N1c1ccc(Cl)cc1	-4.1	-3.3	-9.0	5.9	-4.0	-12.2	0.6	-3.6
Cc1ccc(NC(=O)c2cc(NC(=O)c3ccccc3C(=O)O)ccc2N2CCCCC2)cc1	-1.8	-6.2	-11.3	3.0	-97.9	1.6	0.1	25.1
COc1ccc(N(C(C)C(=O)N/N=C/c2ccc(OCC(C)C)cc2)S(C)(=O)=O)cc1 (stereo not drawn)	8.0	17.0	7.8	2.4	14.9	20.2	0.8	24.0
Nc1nc(CN2CCN(c3ccccc3F)CC2)nc(Nc2ccccc2)n1	4.7	-3.5	-5.1	-0.8	6.4	6.7	2.8	13.0
